High-throughput results from PubChem BioAssay.
NOD2 RIPK2 PPI: NOD2-RIPK2 binding disruptors in cells, primary screen, fluorescence, CHO cells, BLA complementation; 360,000 tested, 0.38% active; CCF4 ratio; inhibition, % at 4.98 µM; AID 624267, 2012; in the data active = inhibition above about 21%;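 note: 0% = vehicle only and 100% = reference blocker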
Target sequence (O43353 whole entry, looked up): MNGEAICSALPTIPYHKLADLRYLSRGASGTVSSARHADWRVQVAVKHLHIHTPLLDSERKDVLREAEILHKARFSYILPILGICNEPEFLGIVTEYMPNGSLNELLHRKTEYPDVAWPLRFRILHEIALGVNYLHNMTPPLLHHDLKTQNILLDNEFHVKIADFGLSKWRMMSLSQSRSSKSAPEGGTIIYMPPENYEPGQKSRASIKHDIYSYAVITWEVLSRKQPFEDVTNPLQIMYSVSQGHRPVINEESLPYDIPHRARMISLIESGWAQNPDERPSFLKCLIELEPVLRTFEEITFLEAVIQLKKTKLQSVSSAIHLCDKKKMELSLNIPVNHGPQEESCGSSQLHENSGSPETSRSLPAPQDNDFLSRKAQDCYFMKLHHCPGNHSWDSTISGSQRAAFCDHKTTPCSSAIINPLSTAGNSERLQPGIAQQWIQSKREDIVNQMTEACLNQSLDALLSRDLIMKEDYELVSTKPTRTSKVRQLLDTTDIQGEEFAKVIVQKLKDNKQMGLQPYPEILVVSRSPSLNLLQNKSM
MC4R barr agon: MC4R agonists recruiting beta-arrestin, primary screen, cell-based, luminescence, agonist arm of biased-ligand search; Melanocortin receptor 4 (Homo sapiens), P32245; U2OS MC4R beta-arrestin complementation; percent of melanotan II response, DMSO zero; activation, % at 8.9 µM; 360,000 tested, 0.98% active; AID 540308, 2011;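 active = activation above a per-plate cutoff, the mean activation of sample wells on that plate plus 3 SD, cut at about 8% in these data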
Target sequence (P32245 whole entry, looked up): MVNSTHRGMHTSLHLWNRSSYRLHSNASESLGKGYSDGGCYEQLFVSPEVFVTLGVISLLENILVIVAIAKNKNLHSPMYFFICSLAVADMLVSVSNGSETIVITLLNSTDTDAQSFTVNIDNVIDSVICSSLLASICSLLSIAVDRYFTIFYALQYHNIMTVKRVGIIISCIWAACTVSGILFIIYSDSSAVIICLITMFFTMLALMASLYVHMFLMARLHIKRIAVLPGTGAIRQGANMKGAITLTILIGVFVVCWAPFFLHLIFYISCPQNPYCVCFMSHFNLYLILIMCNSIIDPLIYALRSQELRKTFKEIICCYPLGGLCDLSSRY
SRC2 inh: inhibition of GAL4-SRC2 driven luciferase reporter, primary screen, SRC2 inhibitor project, cell-based, luminescence | HEK293 GAL4-SRC2 luciferase reporter | Nuclear receptor coactivator 2 (Homo sapiens), Q15596 | AID 651957, 2012 | inhibition, % at 9 µM | 370,000 tested, 0.17% active;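 active = inhibition above the mean inhibition of all tested compounds plus 3 SD, set per campaign, cut at about 52% in these data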;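 note: 0% = DMSO treated cells and 100% = cells given Gossypol at 36 µM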
MC4R antag cAMP: MC4R antagonists of cAMP signaling, primary screen, cell-based, TR-FRET, antagonist arm of biased-ligand search. inhibition, % at 6.5 µM. MC4R-expressing cells, MTII-stimulated cAMP, LANCE TR-FRET. 360,000 tested, 0.48% active;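 active = inhibition above its plate's cutoff, the mean of tested wells on that plate plus 3 SD, cut at about 29% in these data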;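 note: 0% = Melanotan II alone and 100% = Melanotan II plus saturating MCL0020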
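Material: U2OS-MC4R stable cell line | Reagent: Melanotan II challenge after compound preincubation | Doses: One concentration, 6.5 µM nominal | Incubation: 30-min compound preincubation, 1-h Melanotan II challenge, 1-h detection, room temperature | Signal: TR-FRET cAMP assay | Replicates: One well per compound, no replicates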
H9c2 protect: cardioprotection against H2O2-induced cell death, primary screen, uHTS, H9c2 cells, ATPLite luminescence; protection from H2O2 cell death, % at 20 µM; H9c2 cardiomyocytes, H2O2 injury protection, 2 h; 360,000 tested, 0.63% active;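 active = compounds giving at least 50% protection of heart cells from peroxide-induced death in the single-dose screen, raw or plate-pattern-corrected value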;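 note: 0% = DMSO wells with peroxide and 100% = DMSO wells without peroxide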
ABCB6 inh 2: ABCB6 transporter inhibitors, primary screen, K562-ABCB6 cells, flow cytometry, MLPCN library; ATP-binding cassette sub-family B member 6 (Homo sapiens), Q9NP58; K562-ABCB6 porphyrin accumulation, 1 h; active compounds read low; fluorescence ratio to DMSO, % at 10 µM; 360,000 tested, 0.19% active; AID 602162, 2011;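 active = fluorescence ratio to DMSO below 75%, the collection mean minus 3 SD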;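 note: signal is porphyrin accumulated inside mitochondria; 100% equals median channel fluorescence of DMSO control wells; lower ratio means ABCB6 inhibition with less porphyrin fluorescence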
m5-HT2A agonist: mouse Htr2a agonists via beta-arrestin recruitment, primary screen, cell-based, luminescence; 360,000 tested, 0.66% active; activation, % at 7.6 µM; 5-hydroxytryptamine receptor 2A (Mus musculus), P35363; CHO-K1 mHTR2A beta-arrestin complementation; percent of 30 µM serotonin response;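 active = activation above a run cutoff, the mean activation of all tested compounds plus 3 SD, cut at about 14% in these data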;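 note: 0% = plate median of compound wells and 100% = 30 µM serotonin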
ABHD5-PLIN5 inh: ABHD5-PLIN5 interaction inhibitors, primary screen, cell lysate, split luciferase complementation, luminescence; Perilipin-5 (Homo sapiens) + 1-acylglycerol-3-phosphate O-acyltransferase ABHD5 (Homo …; Split G. princeps luciferase complementation, 4 h; inhibition, % at 4 µM; 360,000 tested, 0.78% active; AID 602281, 2012;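 active = inhibition above the mean inhibition across every tested compound plus 3 SD, cut at about 22% in these data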;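 note: 0% = DMSO only wells and the 100% control is not disclosed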
TLR9-MyD88 block: inhibitors of TLR9-MyD88 association in cells, primary screen, cell-based, CHO, BLA complementation, fluorescence. inhibition, % at 4.98 µM. CCF4 FRET ratio. 340,000 tested, 0.21% active. Toll-like receptor 9 (Homo sapiens) + Myeloid differentiation primary response protein …;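 active = inhibition above the mean over all tested compounds plus 3 SD, cut at about 21% in these data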;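 note: 0% = DMSO only wells and 100% = clavulanate BLA inhibitor control wells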
Glyco luc inh: increase of ERlucT glycosylation luciferase signal, primary screen, N-linked glycosylation inhibitor project, D54 ERlucT cells, luminescence, set 2; D54 ERlucT glycosylation luciferase reporter, 24 h; percent of 100 nM tunicamycin response; 360,000 tested, 0.23% active; reporter increase, % at 12.5 µM;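 active = mean luciferase reporter signal, scaled so untreated is 0 and the glycosylation-blocking control 100, at or above a set limit in every replicate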;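 note: luciferase carries N-glycosylation sites so blocking glycosylation raises the light; 0% = median of neutral control wells and 100% = median of 100 nM tunicamycin wells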
The depositor's hits bear a star; . = no result given; & = joins results of further samples. Some of the compounds tested; rates above refer to the full screens.

SMILES	NOD2 RIPK2 PPI	MC4R barr agon	SRC2 inh	MC4R antag cAMP	H9c2 protect	ABCB6 inh 2	m5-HT2A agonist	ABHD5-PLIN5 inh	TLR9-MyD88 block	Glyco luc inh
Cc1ccc([N+](=O)[O-])cc1N=Nc1c(C)[nH]n(C(N)=S)c1=O	-5	-1.0	-31	17	2	101	4	2	-4	0
CCSCC(C)(C)n1[nH]c2ccccc2c1=O	16	0.0	-43	-6	-4	91	-3	3	-4	1
COC(=O)c1ccc(CSc2nc3c(cnn3-c3ccc(C)cc3)c(=O)[nH]2)o1	6	1.6	10	1	-8	101	-1	2	8	2
CC(=O)Nc1cccc(/C(C)=N/NC(=O)c2ccc3c(c2)OCO3)c1	8	-3.6	-31	7	-12	90	-4	1	-3	0
O=C(Nc1ccc(S(=O)(=O)N2CCCCC2)cc1)c1ccc(CN2CCc3ccccc3C2)cc1	-1	4.6	16	-3	-10	102	0	4	6	-10
CN(C)c1ccc(S(=O)(=O)N2CCCCC2)cc1NC(=O)C1=NN(c2ccccc2)C(=O)CC1	-1	-2.2	-15	26	1	91	6	-1	-4	-4
CCOC(=O)[C@@H]1[C@H]2COc3ccccc3[C@@H]2N2C(=O)N(c3ccc(F)cc3)C(=O)[C@]12C	-6	-0.6	-24	1	2	97	1	3	-1	2
CCOc1ccc(S(=O)(=O)N(CC(=O)N/N=C/c2ccc(-c3ccc([N+](=O)[O-])cc3)o2)c2ccccc2)cc1	35*	-2.4	13	10	7	118	5	1	55*	5
COC(=O)N/N=C/c1cn(CCOc2cccc(OC)c2)c2ccccc12	-5	-0.6	-22	3	-5	92	7	-5	-1	-5
COc1ccc(Nc2nc(Cl)nc(NCc3ccco3)n2)c(OC)c1	0	1.3	-7	-10	1	95	-1	7	2	1
Cc1cccc(NC(=O)CCNS(=O)(=O)c2cccc3nsnc23)c1C	-3	-2.1	-9	2	2	98	4	6	2	-2
CCN1CCN(CCC(=O)Nc2ccc(C)cc2)CC1	-12	-0.5	-10	3	2	93	-1	-5	2	1
CCC(C)(C(=O)NC1CCCCC1)N(Cc1ccco1)C(=O)CC1NC(=O)NC1=O (configuration not stated)	1	-1.6	-11	8	6	99	5	3	4	1
O=[N+]([O-])c1cc2c(c(CSc3nnc4ccccn34)c1)OCOC2	11	-2.2	-3	4	8	102	0	-3	-1	2
COc1ccc(OC)c(/C=C/C(=O)Oc2ccc(C(C)=O)cc2)c1	6	-2.1	-30	-5	6	96	-2	-2	4	4
CCCc1nc2oc3c(OCC)ncnc3c2c2c1COC(C)(C)C2	4	0.6	-18	3	11	108	0	0	-12	-2
CCc1cc2cc(C(=O)N3CCN(c4ccccc4)CC3)sc2s1	-10	5.4	-4	18	-12	101	0	3	-6	2
O=C(NC(=S)Nc1ccccc1N1CCOCC1)c1cccs1	6	-1.7	-8	19	-1	92	0	-1	-4	-3
O=C(Nc1ccc(S(=O)(=O)Nc2ncccn2)cc1)C1CC(=O)N(c2ccccc2)C1 (configuration not stated)	5	-2.2	-25	4	11	96	0	-2	4	2
Cn1c(CCNC(=O)c2ccco2)nc2cc(NS(=O)(=O)c3ccccc3)ccc21	-78	-1.9	15	7	0	92	5	-1	-12	-3
CN1CCC(N(C)S(=O)(=O)c2ccc(NC(=O)Cc3ccc(F)cc3)cc2)CC1	-13	-0.7	-23	0	2	98	-4	1	-2	-1
O=C(Nc1cccc(NC(=O)c2ccccc2[N+](=O)[O-])c1)c1ccccc1Cl	-2	-0.2	-38	15	-2	94	-1	0	0	2
COc1ccc(N(CC(=O)NCCC2=CCCCC2)S(C)(=O)=O)cc1OC	-7	-0.9	4	-2	6	88	-3	4	0	0
Cc1ccccc1NC(=O)CN1C(=O)N/C(=C\c2ccccc2OCc2ccc(C(=O)O)cc2)C1=O	2	-1.5	30	-6	2	97	-4	2	7	2
COC(=O)c1ccccc1NC(=O)COC(=O)C1CCCCC1	-5	3.3	6	0	0	98	4	-2	10	1
CCn1c(=NC(=O)C2COc3ccccc3O2)sc2c(C)ccc(OC)c21 (configuration not stated)	-1	0.3	-8	3	12	97	2	7	15	0
COc1ccc(S(=O)(=O)NCc2ccccn2)cc1C	3	0.1	-41	8	2	79	-1	5	-12	1
Nc1nnc(SCCN2C(=O)c3ccccc3S2(=O)=O)s1	-6	-0.2	-3	-2	2	94	1	1	-3	1
C[C@H](CO)N1C[C@H](C)[C@@H](CN(C)S(=O)(=O)c2cn(C)cn2)Oc2c(NC(=O)Nc3ccc(C(F)(F)F)cc3)cccc2C1=O	-2	-1.3	-9	5	21	89	4	9	0	-1
O=C(COC(=O)c1cc(S(=O)(=O)N2CCCC2)ccc1O)Nc1ccc(S(=O)(=O)N2CCOCC2)cc1	3	1.6	-5	33*	-4	98	-2	3	-6	0
CCCOC1CCCN(C(=O)CCc2nnc(-c3ccc4c(c3)OCO4)o2)C1 (configuration not stated)	0	-1.4	-58	9	-3	96	2	5	1	2
CC(=O)Nc1cc2cc(NS(=O)(=O)c3ccc(C)cc3)ccc2oc1=O	-2	-1.5	13	8	3	98	4	-3	.	-1
CC1(C)Cn2c(nc(=O)c3c2NCN(CCc2ccccc2)C3)S1	-7	0.1	.	8	2	98	1	0	-4	1
O=C(COC(=O)CC1SC(N2CCCC2)=NC1=O)Nc1c(F)c(F)c(F)c(F)c1F (configuration not stated)	-6	1.6	21	-1	2	99	1	5	8	1
CCC(=O)Nc1ccc2c(c1)Cc1cc([N+](=O)[O-])ccc1-2	-10	0.0	-66	0	-10	98	-3	7	-2	0
Fc1ccc(C(c2nnnn2C2CCCC2)N(Cc2ccco2)CC2CCCO2)cc1 (configuration not stated)	5	-0.3	2	5	-19	90	0	-2	1	-4
CC1(C)ON(C2CCCCC2)[C@H]2c3nc4ccccc4n3C[C@H]21	-1	0.1	-3	4	9	91	1	-2	-7	0
O=C(NNC(=O)c1cccc2ccccc12)c1ccc(Br)cc1	1	-1.4	-27	0	-7	98	1	-5	0	1
COc1ccc(NS(=O)(=O)c2ccc(NC(=S)NC(=O)c3ccc(Br)cc3)cc2)nn1	12	-2.9	-15	3	0	98	-4	-5	7	-1
CCN1C(=O)CC(N2CCN(c3ccc(OC)cc3)CC2)C1=O (configuration not stated)	-2	0.9	2	3	-2	98	9	-1	0	0
CC1=CN2C(=N)/C(=C/c3ccc(C)o3)C(=O)N=C2S1	-7	-0.7	-53	-17	-17	101	2	7	-9	-18
CCC1CCCCN1S(=O)(=O)c1ccc(C(=O)N(CCCN(C)C)c2nc3cc4c(cc3s2)OCO4)cc1 (configuration not stated)	3	-0.5	18	2	-8	104	-8	16	8	-15
O=S(=O)(/N=C(\c1ccccc1)N1CCOCC1)c1ccc(Cl)cc1	-11	-1.9	-39	18	6	98	3	-6	1	-6
COc1ccc(CNC(=O)COC(=O)c2c(-c3c(F)cccc3Cl)noc2C)cc1OC	-7	-0.2	15	10	1	101	3	0	-7	-1
CC(=O)NC(CC(=O)N(Cc1ccccc1)c1ccc(C)cc1)c1ccccc1 (configuration not stated)	0	0.1	26	-2	9	98	-1	8	-10	-2
Cc1cccc(C)c1NC(=O)c1ccc(N2CCCC2=O)cc1	-2	-1.3	-24	10	2	96	7	12	3	1
O=C(N/N=C\c1ccc([N+](=O)[O-])o1)c1cncc(Br)c1	3	-0.4	-23	-31	5	102	-4	0	2	23
C1CCCCCC(NCCN2CCNCC2)CCCCC1	2	0.8	-2	-4	-4	95	-1	6	5	-5
O=C(NCc1ccco1)c1ccc2c(c1)C(=O)N(C1CCCCC1)C2=O	-4	-1.1	-4	3	1	98	9	9	-6	-3
CC(C)CCN1CCN(C/C=C/c2ccco2)CC1CCO (configuration not stated)	-1	-2.4	-4	7	0	99	-5	-2	-4	1
Cc1cc(C)n2nc(S(=O)(=O)NC(C)(C)C)nc2n1	2	-1.2	11	8	8	98	3	1	15	1
C/C(=N\NC(=O)c1cccc(S(=O)(=O)Nc2ccc(C)cc2C)c1)c1ccncc1	-10	-0.6	20	-4	14	87	-6	-16	2	0
CN1C2C=C3C(C#N)=C(N)C(C#N)(C#N)C(c4ccc(Br)cc4)C3C1CC2 (configuration not stated)	-3	-3.4	3	5	-2	101	-7	-22	4	-3
Cc1c(NC(=O)CN2CC(C)OC(C)C2)c(=O)n(-c2ccccc2)n1C (configuration not stated)	-2&-11	-0.1&0.6	19&-22	3&9	9&-2	97&101	2&-1	3&5	-3&4	2&3
O=C(COC(=O)/C=C/c1ccc(F)cc1)Nc1ccc(Cl)cn1	1	-1.8	3	2	-4	97	7	4	1	0
CS(=O)(=O)N(Cc1ccccc1)c1ccc(C(=O)Nc2cccnc2)cc1	-10	0.8	-18	2	2	99	3	0	5	0
COc1ccc(S(=O)(=O)N(C)CC(=O)N2CCN(c3ccccc3)CC2)cc1	9	1.9	4	9	-1	100	7	6	-16	-1
Cc1cc(C(F)F)n2nc(C(=O)Nc3cc(C)on3)nc2n1	-16	-0.4	11	4	6	94	3	-2	4	1
O=C(CSc1ncc(-c2ccccc2)[nH]1)Nc1cccc(O)c1	3	-1.2	-11	6	2	99	3	0	1	1
CC1(C)Cc2c(C#N)c(NCCCO)nc(-c3ccccc3)c2CO1	-14	-0.3	11	-1	6	99	6	-1	0	1
O=C(COc1ccc2ccccc2c1Br)NC(=S)Nc1cccc(CO)c1	-4	0.6	-32	3	-10	98	-3	2	4	3
CC(=O)C1=C(NC(=O)c2ccccc2F)C[C@@H]2[C@H]1C2(C)C	6	1.9	-20	-2	-5	107	1	0	-9	0
COc1ccc(C(=O)N/N=C(/C)c2cccc(NC(=O)c3ccncc3)c2)cc1OC	4	-3.4	-16	3	11	81	-4	2	4	4

In a second layout: entries from further up.
canonical_smiles | NOD2 RIPK2 PPI | MC4R barr agon | SRC2 inh | MC4R antag cAMP | H9c2 protect | ABCB6 inh 2 | m5-HT2A agonist | ABHD5-PLIN5 inh | TLR9-MyD88 block | Glyco luc inh
CC(=O)C1=C(NC(=O)c2ccccc2F)C[C@@H]2[C@H]1C2(C)C | 6 | 1.9 | -20 | -2 | -5 | 107 | 1 | 0 | -9 | 0
COc1ccc(C(=O)N/N=C(/C)c2cccc(NC(=O)c3ccncc3)c2)cc1OC | 4 | -3.4 | -16 | 3 | 11 | 81 | -4 | 2 | 4 | 4
